COUP-TFII inh: blocks human COUP-TFII nuclear receptor | HEK293T NGFI-A luciferase reporter, luminescence | inhibition, % at 8.6 µM | 370,000 tested, 0.7% active;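 active = inhibition above a per-plate cutoff, mean inhibition of test wells between control levels plus 3 SD, cut at about 38% in these data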;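 also: cells cotransfected with COUP-TFII expression vector driving the NGFI-A reporter; 0% = median of COUP-TF2 test wells and 100% = reporter-only cells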
NR5A2 inv ag: NR5A2 inverse agonism in reporter assay; HEK293T StAR-luciferase reporter, LRH-1 transfected, 24 h; 360,000 tested, 0.13% active; O00482; inhibition, % at 3.6 µM;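 active = inhibition above the mean inhibition of all tested compounds plus 3 SD, cut at about 73% in these data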;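 also: 0% = DMSO wells and 100% = reporter-only cells lacking LRH-1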
SRC1 inh: inhibitors of human steroid receptor coactivator 1 (SRC1) | HEK293 GAL4-SRC1 luciferase reporter, luminescence | 360,000 tested, 0.12% active | Q15788 | inhibition, % at 3.6 µM;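 active = inhibition above the campaign mean plus 3 SD, with each screening campaign given its own cutoff, cut at about 60% in these data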;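 also: 0% = DMSO treated cells and 100% = gossypol at 36 µM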
NCOA3 inh: inhibitors of human steroid receptor coactivator 3 (SRC3); HEK293 GAL4-SRC3 luciferase reporter, luminescence; inhibition, % at 3.6 µM; 360,000 tested, 0.17% active; AID 588352;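 active = inhibition above a per-campaign cutoff, the mean of all compounds plus 3 SD, cut at about 60% in these data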;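 also: 0% = DMSO-treated cells and 100% = gossypol-treated cells at 36 µM; higher means less SRC3-driven luciferase light from the GAL4 reporter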
TLR9-MyD88 block: blocks human TLR9 binding to MyD88 | Q9NR96+Q99836 | CHO BLA complementation TLR9-MyD88, CCF4 FRET ratio | inhibition, % at 4.98 µM | 340,000 tested, 0.21% active;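 active = inhibition above the mean over all tested compounds plus 3 SD, cut at about 21% in these data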;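 also: 0% = DMSO only wells and 100% = clavulanate BLA inhibitor control wells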
Target sequence (Q99836 whole entry, looked up): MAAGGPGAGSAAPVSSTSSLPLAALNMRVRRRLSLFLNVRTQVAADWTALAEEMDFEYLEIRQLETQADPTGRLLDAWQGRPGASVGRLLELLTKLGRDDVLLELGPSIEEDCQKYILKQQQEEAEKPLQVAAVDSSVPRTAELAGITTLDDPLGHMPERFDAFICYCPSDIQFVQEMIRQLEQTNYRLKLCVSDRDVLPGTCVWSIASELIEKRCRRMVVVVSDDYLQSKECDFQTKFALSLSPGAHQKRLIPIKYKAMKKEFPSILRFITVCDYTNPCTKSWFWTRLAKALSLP
Target sequence (Q9NR96 whole entry, looked up): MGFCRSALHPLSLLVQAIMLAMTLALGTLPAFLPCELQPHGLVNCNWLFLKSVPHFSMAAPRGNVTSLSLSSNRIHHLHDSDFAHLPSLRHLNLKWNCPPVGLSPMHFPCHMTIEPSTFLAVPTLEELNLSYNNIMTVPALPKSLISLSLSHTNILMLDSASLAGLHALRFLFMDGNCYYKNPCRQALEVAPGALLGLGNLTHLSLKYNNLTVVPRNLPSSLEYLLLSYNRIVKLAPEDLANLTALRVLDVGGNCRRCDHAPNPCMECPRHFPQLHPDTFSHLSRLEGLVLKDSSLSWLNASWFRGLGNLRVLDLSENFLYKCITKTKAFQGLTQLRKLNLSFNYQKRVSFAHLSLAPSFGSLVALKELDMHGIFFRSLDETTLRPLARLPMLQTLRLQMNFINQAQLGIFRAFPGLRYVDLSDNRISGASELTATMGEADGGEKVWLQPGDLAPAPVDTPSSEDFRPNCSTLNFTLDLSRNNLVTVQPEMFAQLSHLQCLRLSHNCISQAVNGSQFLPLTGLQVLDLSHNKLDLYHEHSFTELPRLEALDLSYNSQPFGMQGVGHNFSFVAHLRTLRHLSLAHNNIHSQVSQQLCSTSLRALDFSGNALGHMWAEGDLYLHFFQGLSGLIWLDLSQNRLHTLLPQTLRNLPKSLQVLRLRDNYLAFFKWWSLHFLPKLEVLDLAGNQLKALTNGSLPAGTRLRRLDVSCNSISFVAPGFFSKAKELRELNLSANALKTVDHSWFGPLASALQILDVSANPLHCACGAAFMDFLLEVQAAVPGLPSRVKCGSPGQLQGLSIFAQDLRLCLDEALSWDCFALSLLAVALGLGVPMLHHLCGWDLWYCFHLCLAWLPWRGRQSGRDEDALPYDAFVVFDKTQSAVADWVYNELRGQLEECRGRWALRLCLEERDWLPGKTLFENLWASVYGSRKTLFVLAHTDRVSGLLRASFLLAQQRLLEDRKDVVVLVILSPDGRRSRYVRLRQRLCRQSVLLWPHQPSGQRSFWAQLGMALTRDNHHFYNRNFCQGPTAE
NOD2 RIPK2 PPI: NOD2-RIPK2 protein interaction inhibition; O43353; CHO BLA complementation NOD2-RIPK2, CCF4 ratio; inhibition, % at 4.98 µM; 360,000 tested, 0.38% active; AID 624267; in the data active = inhibition above about 21%;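 also: 0% = vehicle only and 100% = reference blocker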
TWEAK-Fn14 inh: TWEAK-Fn14 signaling inhibition; TWEAK-stimulated Fn14 reporter cells, luciferase luminescence, 8 h; inhibition, % at 10 µM; 360,000 tested, 2% active; in the data active = inhibition above about 50%
EBV LMP1 NFkB: Epstein-Barr LMP1 NF-kappaB reporter inhibition; LMP1-induced NF-kappaB luciferase reporter cells, luminescence; inhibition, % at 12.5 µM; 350,000 tested, 0.69% active; AID 504558; in the data active = inhibition above about 41%;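 also: 0% = neutral control wells and 100% = reference inhibitor control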
TROY signal inh: inhibitors of TROY-dependent NF-kB signaling. Q293 LMP1-TROYcd NF-kB luciferase reporter, 4 h. inhibition, % at 10 µM. 360,000 tested, 0.98% active. AID 1347056;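 active = compounds whose plate-normalised and pattern-corrected inhibition of the luciferase reporter signal at the single screening dose is 50% or more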
NCOA2 inhibitor: human SRC2 (NCOA2) inhibition; Q15596; HEK293 GAL4-SRC2 luciferase reporter, luminescence; inhibition, % at 9 µM; 370,000 tested, 0.17% active; AID 651957;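 active = inhibition above the mean inhibition of all tested compounds plus 3 SD, set per campaign, cut at about 52% in these data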;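 also: 0% = DMSO treated cells and 100% = cells given Gossypol at 36 µM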
TRAIL sens C8: caspase-8 TRAIL sensitization; NB7+C8 cells + TRAIL, ATPlite viability luminescence; inhibition (viability loss, TRAIL sensitization), % at 10 µM; 360,000 tested, 1% active; AID 624354;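 active = compounds causing at least 50% loss of cell viability in the single-dose screen, relative to plate controls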
* = called active by the depositor; . = not tested or not shown.

SMILES	COUP-TFII inh	NR5A2 inv ag	SRC1 inh	NCOA3 inh	TLR9-MyD88 block	NOD2 RIPK2 PPI	TWEAK-Fn14 inh	EBV LMP1 NFkB	TROY signal inh	NCOA2 inhibitor	TRAIL sens C8
CC(C)Cn1cnc2c1c(=O)n(CC(=O)O)c(=O)n2Cc1ccccc1	-6	16	-8	-9	-9	-6	15	0	-8	-5	-8
COc1ccc(CN2CC(C(=O)NCCCN3CCCC(C)C3)CC2=O)cc1 (centres undefined)	10	-12	0	-1	-13	-16	-4	4	-12	-26	-13
Cc1nc2sc(C(c3ccccc3)N3CCN(CCO)CC3)c(O)n2n1 (centres undefined)	10	3	5	-8	7	-2	17	-8	-7	5	-3
CC(=O)Nc1ccc(NC(=O)C2CCCN(C(=O)c3ccc(Cl)cc3)C2)cc1 (centres undefined)	6	-1	5	6	-10	-3	-14	-2	-28	6	5
CCc1ccc(NC(=O)N(CCCN2CCOCC2)C(C)c2cc3cccc(OC)c3o2)cc1 (centres undefined)	-6	8	-4	-27	-15	5	-5	9	-16	-3	-4
C[C@@H]1CN([C@@H](C)CO)C(=O)c2cc(-c3cccnc3)cnc2O[C@H]1CN(C)C(=O)c1cccc(F)c1	-2	4	1	3	0	-7	-16	-1	-12	-16	-11
CC(=O)N(C)c1ccc(OCC(O)CN(c2ccccc2C)S(=O)(=O)c2ccc(C)cc2)cc1 (centres undefined)	-10	14	-1	4	-2	4	-19	18	-3	16	4
Cc1ccccc1-c1cc2nc(NCCN3CCCC3)n(C)c(=O)c2s1	-16	-38	-32	-24	.	5	-41	.	-32	-16	6
Cc1c(-n2c(SC(C)C(=O)NC(N)=O)nc3ccccc3c2=O)c(=O)n(-c2ccccc2)n1C (centres undefined)	-8	15	5	9	2	-7	-8	-13	11	-14	7
C=CCN1C(=O)/C(=C\c2cc(Br)c(OCc3ccccn3)c(OC)c2)SC1=S	-5	11	-19	9	-3	-3	6	16	-8	9	6
COCCCNC(=O)Cn1cc2c(n1)CCCCC2	5	22	-12	21	-4	-1	11	0	7	-20	23
Cc1oc2nc(SCC(=O)N3CCCCC3)nc(N)c2c1C	-9	-7	2	-17	-10	-8	-11	2	-43	9	5
O=C(O)CCc1nc(-c2ccccc2Cl)no1	1	-2	-2	2	-2	-5	-3	-9	10	-11	16
O=C(Nc1cnn(Cc2ccc(Cl)cc2)c1)c1ccc([N+](=O)[O-])cc1	3	36	1	-3	-1	1	15	-2	27	20	-7
CC(O)c1cccc(NC(=O)CCC(=O)O)c1 (centres undefined)	22	6	-33	11	9	-10	-15	-1	-3	-22	-4
Cc1nnc(SCc2cc(=O)[nH]c(N3CCCCC3)n2)s1	22	8	7	-16	-6	1	0	1	-6	-5	-9
CCCc1cc2c(cc1NC(=O)c1ccccc1F)OCO2	4	13	5	14	-8	-5	10	-1	2	6	-2
CCOC(=O)N1CCC(NC2CCCCCCC2)CC1	1	0	-22	15	-9	-4	3	0	11	-19	3
COc1ccc2c(c1)CCN=C2Cc1ccc(OC)c(OC)c1	7	23	10	30	-4	-4	-9	1	20	18	11
Cc1c(NC(=O)CSCc2ccco2)c(=O)n(-c2ccccc2)n1C	-5	10	6	7	-4	5	-6	-1	-19	-3	-29
CC(=O)Nc1ccc(/C(C)=N/NC(=O)c2ccccc2Cl)cc1	-23	-35	-26	-9	-7	-6	-4	0	-28	-11	15
CCCCN(CC(=O)NCCOC)C(=O)Cn1nnc2ccccc21	11	16	5	2	5	4	-12	0	-2	-27	-2
CCCc1c(C)[nH]c2ccccc2c1=O	-3	14	-4	-1	-6	-3	6	-1	-1	-2	19
COC(=O)C(C)Sc1snnc1-c1ccccc1 (centres undefined)	-16	-10	2	8	-3	-3	4	-1	-3	11	-5
CS(=O)(=O)c1ccc2nc(NC(=O)CN3CCOCC3)sc2c1	-9	15	15	-8	13	13	13	-15	-4	25	-1
CCN(CC)C(=O)COC(=O)C1CCN(S(=O)(=O)c2ccc3c(c2)OCCO3)CC1	13	-3	-33	23	-24	0	2	3	-10	-16	-2
CC12CCC(C(=O)NNC(=O)c3ccc(Br)cc3)(OC1=O)C2(C)C (centres undefined)	-9	5	0	25	-2	0	6	-10	-14	-9	-7
CCSC(=O)N1c2ccc(OC)cc2C=CC1C#N (centres undefined)	-54	1	-33	3	-3	18	-6	0	9	17	5
Brc1ccc(Oc2nnnn2-c2ccccc2)cc1	0	-6	8	4	2	-14	-49	5	-28	-16	-7
N#C/C(=N\Nc1ccc(S(=O)(=O)N2CCOCC2)cc1)C(N)=S	24	-6	7	14	-2	6	32	5	12	21	27
COc1ccccc1N(C)S(=O)(=O)c1ccc(C)c(C(=O)N2CCCCCC2)c1	9	-10	-23	3	-1	-8	-2	-1	4	10	-13
COC(=O)c1ccc(COC(=O)CNC(=O)CNC(=O)c2ccc(C)cc2)cc1	11	0	-4	-3	-16	-9	13	-3	15	13	-1
O=[N+]([O-])c1cc(Cl)ccc1-c1nc(-c2ccncc2)no1	15	-23	-76	-51	3	5	-17	-7	-53	-29	8
COc1cccc(NC(=O)/C=C/c2ccc(S(=O)(=O)N3CCOCC3)cc2)c1	7	-16	8	-14	4	-5	2	3	-11	11	-1
CN1CCN(C(c2ccccc2)c2nnnn2C(C)(C)C)CC1 (centres undefined)	-2	-2	.	.	.	-9	10	.	1	3	2
COc1ccc(/C=N/n2nnnc2N)c(OC)c1	7	7	-11	-15	-10	-12	-12	.	-46	-7	0
CN(C)S(=O)(=O)n1cc(/C=C(\NC(=O)c2ccccc2Cl)C(=O)N2CCCC2)c2ccccc21	5	1	-5	7	-6	5	-9	-3	-4	14	1
CC(CCN1CCN=C1N(C)C)c1ccccc1 (centres undefined)	-5	22	5	4	-3	-4	-5	-8	-4	11	1
CNC(=O)c1c(NC(=O)CCS(=O)(=O)c2ccc(C)cc2)sc(C)c1C	7	-4	-22	-8	4	0	-18	3	2	-8	-23
Cn1c(=NC(=O)c2cnccn2)sc2ccccc21	-28	-153	-100	-61	9	-2	22	3	-42	-38	62*
CCN1CCN(S(=O)(=O)c2ccc(OC)c(Br)c2)CC1	23	16	3	-10	0	1	13	12	2	-14	2
Nc1nonc1-n1nnc(C(=O)N/N=C/c2ccccc2Cl)c1-c1ccc2c(c1)OCO2	-4	24	19	16	-2	-16	-1	0	-3	-22	-11
Cc1cccc(C(=O)NC(=S)NNC(=O)COc2ccc(Cl)cc2)c1	-15	-14	-9	-2	18	0	5	-1	16	-3	-1
CCOc1ccc(NC(=O)C2C3C=CC4(O3)C2C(=O)N(Cc2cccnc2)C4C(=O)NC2CCCCC2)cc1 (centres undefined)	.	5	-4	5	-2	3	36	1	-10	.	-17
C#CCn1c(S(=O)(=O)Cc2ccc(F)cc2)nc(-c2ccccc2)c1-c1ccccc1	-59	8	18	-2	-1	-4	-31	43*	12	18	16
COc1ccc(-c2csc(NC3OC(=O)c4ccccc43)n2)cc1 (centres undefined)	-10	-47	-34	-39	7	3	66*	-5	48	14	10
CCOc1ccc(-c2c(C)n([O-])c3c([n+]2=O)CCCC3)cc1	-20	-18	-10	-6	4	-1	-15	-11	-1	-11	43
CC1C(=O)Nc2ccccc2N1C(=O)c1ccc(Cl)cc1 (centres undefined)	-8	12	-6	5	-7	3	31	0	4	-17	-24
CC(C)c1ccccc1NC(=O)Cn1c(-c2ccccc2Cl)nc2ccccc21	1	5	-7	2	-3	3	19	-9	5	-5	-16
O=C(N/N=C1\CCc2ccccc21)c1ccncc1	-10	4	-38	-65	-1	-6	5	-39	-6	-50	6
CON/C=C(\C=Nc1ccc(Cl)cc1Cl)c1ncc(C(F)(F)F)cc1Cl	-29	-8	-9	3	-13	-2	21	-3	8	-6	-7
CS(=O)(=O)Nc1ccc(C(=O)NCCSCc2ccco2)cc1	-23	-23	-3	6	0	-8	-2	-8	-5	-17	25
CC(C)C(NC(=O)c1ccc(Cl)cc1)C(=O)NCC1CCCO1 (centres undefined)	8	-13	15	-28	3	2	13	2	4	-4	0
CCOC(=O)C(CCCCCOc1ccc([N+](=O)[O-])cc1)C(=O)OCC	0	25	8	13	1	-2	-6	1	20	-24	2

Shown in markdown: part of the list above
| compound | COUP-TFII inh | NR5A2 inv ag | SRC1 inh | NCOA3 inh | TLR9-MyD88 block | NOD2 RIPK2 PPI | TWEAK-Fn14 inh | EBV LMP1 NFkB | TROY signal inh | NCOA2 inhibitor | TRAIL sens C8 |
| --- | --- | --- | --- | --- | --- | --- | --- | --- | --- | --- | --- |
| CNC(=O)c1c(NC(=O)CCS(=O)(=O)c2ccc(C)cc2)sc(C)c1C | 7 | -4 | -22 | -8 | 4 | 0 | -18 | 3 | 2 | -8 | -23 |
| Cn1c(=NC(=O)c2cnccn2)sc2ccccc21 | -28 | -153 | -100 | -61 | 9 | -2 | 22 | 3 | -42 | -38 | 62* |
| CCN1CCN(S(=O)(=O)c2ccc(OC)c(Br)c2)CC1 | 23 | 16 | 3 | -10 | 0 | 1 | 13 | 12 | 2 | -14 | 2 |
| Nc1nonc1-n1nnc(C(=O)N/N=C/c2ccccc2Cl)c1-c1ccc2c(c1)OCO2 | -4 | 24 | 19 | 16 | -2 | -16 | -1 | 0 | -3 | -22 | -11 |
| Cc1cccc(C(=O)NC(=S)NNC(=O)COc2ccc(Cl)cc2)c1 | -15 | -14 | -9 | -2 | 18 | 0 | 5 | -1 | 16 | -3 | -1 |
| CCOc1ccc(NC(=O)C2C3C=CC4(O3)C2C(=O)N(Cc2cccnc2)C4C(=O)NC2CCCCC2)cc1 (centres undefined) | . | 5 | -4 | 5 | -2 | 3 | 36 | 1 | -10 | . | -17 |
| C#CCn1c(S(=O)(=O)Cc2ccc(F)cc2)nc(-c2ccccc2)c1-c1ccccc1 | -59 | 8 | 18 | -2 | -1 | -4 | -31 | 43* | 12 | 18 | 16 |
| COc1ccc(-c2csc(NC3OC(=O)c4ccccc43)n2)cc1 (centres undefined) | -10 | -47 | -34 | -39 | 7 | 3 | 66* | -5 | 48 | 14 | 10 |
| CCOc1ccc(-c2c(C)n([O-])c3c([n+]2=O)CCCC3)cc1 | -20 | -18 | -10 | -6 | 4 | -1 | -15 | -11 | -1 | -11 | 43 |
| CC1C(=O)Nc2ccccc2N1C(=O)c1ccc(Cl)cc1 (centres undefined) | -8 | 12 | -6 | 5 | -7 | 3 | 31 | 0 | 4 | -17 | -24 |
| CC(C)c1ccccc1NC(=O)Cn1c(-c2ccccc2Cl)nc2ccccc21 | 1 | 5 | -7 | 2 | -3 | 3 | 19 | -9 | 5 | -5 | -16 |
| O=C(N/N=C1\CCc2ccccc21)c1ccncc1 | -10 | 4 | -38 | -65 | -1 | -6 | 5 | -39 | -6 | -50 | 6 |
| CON/C=C(\C=Nc1ccc(Cl)cc1Cl)c1ncc(C(F)(F)F)cc1Cl | -29 | -8 | -9 | 3 | -13 | -2 | 21 | -3 | 8 | -6 | -7 |
| CS(=O)(=O)Nc1ccc(C(=O)NCCSCc2ccco2)cc1 | -23 | -23 | -3 | 6 | 0 | -8 | -2 | -8 | -5 | -17 | 25 |

Bioassay records from PubChem BioAssay.

This is a subset; count on the stated rates, not on these rows.
